KDM5B inhibitor: KDM5B demethylase inhibition; KDM5B demethylase, FDH-coupled NADH fluorescence (FDH is formaldehyde dehydrogenase); AID 1347165; Potency, µM (titrated, usually from 57.7 µM), for inactives: top-dose activity change, negative = inhibition, hits mostly inhibitors; Q9UGL1; hit rate 2.6% among 220,000; active = well fitted inhibition curve with a large enough effect; inconclusive = small, poorly fitted or top-dose-only effect; inactive = no such curve, though single readings can be large or run the other way; also: 0% is about no effect; nearly all actives have a fitted effect of over 70% in size
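Here, H3K4me3 peptide (12.5 µM in substrate mix) is demethylated by KDM5BΔAP, 200 nM final, after 10 min compound exposure. Formaldehyde product is coupled through FDH (0.25 U/mL in mix) to NADH fluorescence; 30-min ΔRFU feeds dose-response curves.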
* = called active by the depositor; i = inactive; ? = inconclusive; [ ] = remark or other dose. Potency is read from the fitted curve at half-maximal effect.

SMILES	KDM5B inhibitor
CN(Cc1ccc(-c2ccccc2)cc1)Cc1cccn1C	-29%[86.2 µM]
COCCN1CCC2(CCC1=O)CCN(C(=O)Nc1ccc(Br)cc1)CC2	17%
CCc1cccc(NC(=O)C(Cc2ccccc2)NS(=O)(=O)c2ccc3c(c2)c(=O)n(C)c(=O)n3C)c1 (stereo not drawn)	-25%
Cc1ccc(NC(=O)CCc2ccco2)c(Br)c1	24%
O=C([C@@H]1CNC[C@H](C(=O)N2CCc3ncccc3C2)C1)N1CCCC1	64%[activator]
Nc1c(C(=O)NCC2CCCO2)c2nc3ccccc3nc2n1/N=C/c1ccncc1 (stereo not drawn)	-12%
O=C(Nc1ccc(Cl)cc1)C1C2C=CC3(O2)C1C(=O)N(CCN1CCCCC1)C3C(=O)NC1CCCCC1 (stereo not drawn)	20%
Cn1ccc2cc(-c3ccc4c(n3)c(=O)ncn4CC3CC3)ccc21	-18%[86.2 µM]
Cc1cc2nn(-c3ccc(F)cc3)nc2cc1NC(=O)c1cccc([N+](=O)[O-])c1C	-23%
CC(C)(C)CC(=O)N1CCCC(C(=O)Nc2cccc(-c3ccc(F)cc3)c2)C1 (stereo not drawn)	-19%
Cc1ccc(Cl)cc1NC(=O)COC(=O)CC(C)(C)CC1=NS(=O)(=O)c2ccccc2N1	-4%
COc1ccc(Cc2nc3ccc(C(=O)NCCN4CCOCC4)cc3o2)cc1	8%
COCCn1c(SCC(=O)Nc2cc(Cl)ccc2OC)nnc1-c1cccc(C)c1	13%
Cc1noc([C@@H]2CC(F)(F)CN2S(=O)(=O)c2ccc(F)cc2)n1	0%
O=S(=O)([N-]c1nc2ccccc2nc1-n1cc[n+](Cc2ccccc2)c1)c1ccccc1	?
COc1ccccc1-c1cn2c(n1)CO[C@@H](CNC1CCOCC1)C2	-12%[86.2 µM]
COc1cccc(CNC(=O)CC2=C3CCCCC3NC2=O)c1OC (stereo not drawn)	8%
COc1cc(NC(=O)c2cc(=O)c3ccccc3o2)cc(OC)c1	-10%
O=C(OCC(=O)c1cccs1)c1ccc(O)cc1	2%
COc1ccc(C[C@H](NC(=O)C2=C[C@@H](NC(=O)CS(=O)(=O)c3ccccc3)[C@@H](O)[C@H](O)C2)C(N)=O)cc1	-29%
CCCN1CCCC2(Cc3ccccc3CN(C(=O)Cc3ccc(OC)cc3)C2)C1 (stereo not drawn)	20%[115 µM]
CCOc1cc(C2C(C#N)=C(N)Oc3cc4c(cc32)OCO4)cc(Br)c1OC (stereo not drawn)	7%
Cc1ccc(-c2csc3c2NC(=O)CC3c2ccc(OCC(N)=O)cc2)cc1 (stereo not drawn)	1%
COc1ccc(C(CC(=O)N(C)C)c2ccccc2)cc1 (stereo not drawn)	14%
COc1ccc(NC(=O)c2sc3nc4c(c(-c5ccco5)c3c2N)CCC4)cc1	-16%
CCC(=O)N1c2ccccc2CC1C(=O)NCc1cc(Br)ccc1OC (stereo not drawn)	-2%
Cc1ccc2[nH]c(CN3CCCC4(CC3)CN(C)C(=O)O4)cc(=O)c2c1 (stereo not drawn)	?
Nc1ncc(-c2ccc(-c3cc(NC4CCCC4)nc4[nH]ccc34)cc2)[nH]1	?
Cc1ccc(-c2noc(CN3CCCC3c3cccn3C)n2)cc1 (stereo not drawn)	-14%
CCCCc1cc(C[C@H]2CNCC[C@H]2CC(=O)Nc2ccccc2)no1	-30%[86.2 µM]
CCN(C1CCOCC1)C1CN(C(=O)c2cnn(C)c2)C1	0%
COc1ccc(F)c(CN2CCCC(O)(CN3CCC(CCO)CC3)C2=O)c1 (stereo not drawn)	-17%
CC(C)(O)CCc1ccc(C(=O)NCCSc2ccccn2)cc1	9%
Cc1ccc2nc(Nc3ccccc3)c(-n3nc(C)cc3C)nc2c1	?
COc1ccc(-c2cc(C(=O)N3CCN(c4ccccc4OC)CC3)c3cc(C(C)C)ccc3n2)cc1	?
CN(C)C[C@H]1O[C@@H](CO)[C@@H](O)[C@H]1N1CCN(C)CC1	-25%[86.2 µM]
CC[C@@]1(C(=O)O)C[C@H](C(=O)N(C)CC(=O)O)[C@H](c2ccc(OC)cc2)N1C	?
CC(C)C(C#CCN1CCCCC1)(c1ccccc1)c1ccccc1	7%
O=C(CC1N=C2c3ccccc3N=C(SCC(=O)Nc3ccc(F)cc3)N2C1=O)NCc1ccc2c(c1)OCO2 (stereo not drawn)	?
COC[C@@H]1CN(C(=O)c2ccccc2OC)C[C@H]1c1nc(C2CC2)no1	22%
CCC(C)NC(=O)c1c2c(nc3ccccc13)C(=O)N(C1CCCCC1)C2 (stereo not drawn)	-22%
Cc1ccccc1-c1[nH]nc2ncc(-c3ccnn3C)nc12	35µM*
Cc1cc(C(=O)N[C@@H]2CN(c3ncccn3)C[C@H]2CO)n(C)n1	?
O=C(CCC1N=C2c3ccccc3N=C(SCC(=O)Nc3cccc(Cl)c3)N2C1=O)NCc1ccco1 (stereo not drawn)	3%
COCc1noc(CC2CCOC3(CCN(C(=O)c4ccc5[nH]ccc5c4)CC3)C2)n1 (stereo not drawn)	0%
Cc1ccc(C(=O)Nc2ccc(-c3nnc4n3CCCC4)cc2)s1	-19%
Cc1cccc(C)c1NC(=O)c1sc(-n2nc(C)c(Cc3ccccc3)c2C)nc1C	24%
CC(C)S(=O)(=O)c1oc(-c2ccc(F)cc2)nc1S(=O)(=O)c1ccccc1	?
O=S(=O)(c1ccc(Br)s1)N1CCOc2ccc(COCc3ccccc3)cc2C1	-11%
Cc1ccc(-n2nnc(-c3nsc(NC(=O)c4ccc(C)c(C)c4)n3)c2C)cc1	-18%
Cc1ccccc1OCc1nc(-c2ccccc2OCC(=O)N2CCCCCC2)no1	-17%
COc1ccc(S(=O)(=O)N2CCC(C(=O)NCc3ccncc3)CC2)cc1C	16%
Cc1n[nH]c(C)c1C(N)C(=O)N1CC2(C)CN(C)CC(C)(C1)C2O (stereo not drawn)	-8%
CCC(=O)N1CCC(=O)N(CC)C2(CCOCC2)C1	8%
O=C(c1cccc(Cn2cccn2)c1)N1CCn2nc(C(=O)N3CCCC3)cc2C1	18%
CC(C)n1cc2cc(C(=O)Nc3ccc4c(c3)OCCO4)sc2c1	-35%
Cn1ccc(C(=O)NCc2nnc3n2C(C(=O)NCCc2ccc(Cl)cc2)CC3)n1 (stereo not drawn)	20%[115 µM]
Cc1cn2nc(C(=O)NCc3ccc(Cl)cc3)cc2c(=O)[nH]1	-8%
CC(Sc1nc2ccccc2o1)C(=O)N1CCCC1 (stereo not drawn)	-7%
CN(Cc1cccnc1)c1nc2c(c(=O)[nH]1)CCN(Cc1ccc3cc[nH]c3c1)CC2	?
The list goes on:
SMILES	KDM5B inhibitor
COC(=O)c1ccccc1C(=O)N(c1ccccc1)c1ccccc1	11%
Cn1nc(CC(=O)Nc2ccccc2O)c2ccccc2c1=O	-4%
O=C1CCCc2cc(S(=O)(=O)NCC3CCC(C(=O)Nc4ccc(Cl)cc4)CC3)ccc2N1 (stereo not drawn)	-13%
CCCN(C)c1ccc(/C=N/NC(=S)Nc2ccc(CC)cc2)cc1	?
Cc1cnn(CCC(=O)N2CCC(Oc3ccccc3)(C(=O)O)CC2)c1	2%
O=c1oc2ccccc2c(O)c1Sc1ccc(Cl)cc1	?
CN(C)CCNC(=O)c1nc2nc(-c3ccccc3)c(-c3cccc(F)c3)cc2n1C	i
O=C(Nc1ccc(F)c(Cl)c1)C1CCc2sc(C(=O)N3CCOCC3)cc2C1 (stereo not drawn)	3%
CC1(C)[C@H](Cc2cc(CCO)on2)C[C@@H]1NCc1cccnc1	2%[86.2 µM]
COc1ccc(C(=O)N[C@@H]2CCC[C@@H]2C(=O)NCCC2=CCCCC2)cn1	14%
O=C(COC(=O)CC(c1ccccc1)c1ccccc1)Nc1ccc(N2CCOCC2)cc1	1%
CCOC(=O)c1cccc(NC(=O)CCc2nc3c(C)nn(-c4ccc(C)cc4)c3n(CC)c2=O)c1	12%
NNc1ccc(S(=O)(=O)Nc2ccccc2)cc1[N+](=O)[O-]	-34%
CC1CCC2(CC1)NC(=O)N(CC(=O)Nc1ccccc1C(C)C)C2=O (stereo not drawn)	16%
Cc1ccc(NC(=O)c2ccc3ccccc3n2)c(C)c1	-18%
COc1ccc(-c2c(C)c3ccc(OS(C)(=O)=O)cc3oc2=O)cc1OC	-6%
COc1ccc(CN2Cc3[nH]cnc3C[C@H]2c2nc(-c3ccc4ccccc4c3)no2)cc1	16µM*
Cc1ccc(C(=O)N(C)C2CCN(CCc3ccccn3)CC2)s1	-9%
Cc1ncoc1C(=O)N1CCC2(CC1)CCC(O)(CN(C)C)CC2	-13%
O=C1CN(S(=O)(=O)c2ccc([N+](=O)[O-])cc2)CC(=O)N1	33%[activator]
CNC(=O)N1CCC(C2CCN(C(=O)c3ccc(OC)c(F)c3)C2)CC1 (stereo not drawn)	-19%
Cc1ccc(CNC(=O)c2ccc(CSCc3ccccc3C)o2)cc1	?
CONC(=O)Cc1csc(NC(=O)c2ccccc2)n1	-12%
O=C(NCc1ccco1)C1CC(c2ccccc2)CN(C(=O)Nc2ccc(Cl)cc2)C1 (stereo not drawn)	?
O=C(CS)Nc1ccc2ccccc2c1	-14%
Cc1ccc(C(=O)N2CCC(n3cc(-c4nc(-c5ccccc5)no4)nn3)CC2)s1	-37%
CCCCn1cnc2c1c(=O)n(CC(=O)c1cc(C)n(C3CC3)c1C)c(=O)n2Cc1ccccc1	-10%
O=C(CSc1ccnc(=O)[nH]1)NCc1ccc(F)cc1	-4%
O=C(CCC(=O)N1CCN(C(=O)c2cc3ccccc3[nH]2)CC1)NCCc1ccccc1	3%
Cc1ccccc1Cc1c(C)nc2c(C(=O)N3CCC(Cc4nncn4CC4CC4)CC3)cnn2c1C	25µM*
COc1cccc(NC(=S)N2CCc3cc(OC)c(OC)cc3C2)c1	-3%
O=C(COC(=O)c1c[nH]c2ccccc12)NCc1ccccc1	13%
CCCOc1ccc(N2C(=O)CC(N(Cc3ccccc3)N=O)C2=O)cc1 (stereo not drawn)	?
O=C(c1ccc(Cn2nnc3ccccc32)cc1)N1CCN(S(=O)(=O)c2ccccc2)CC1	3%
COc1ccc(C(=O)NC2CC(=O)N(c3ccc4c(c3)OCCO4)C2)cc1 (stereo not drawn)	11%
O=C1COc2cc(S(=O)(=O)CCC(=O)N3CCN(Cc4ccccc4)CC3)c(Cl)cc2N1	12%

Some of these compounds in order of their number in KDM5B inhibitor, largest number first.
SMILES	KDM5B inhibitor
O=C(CCC(=O)N1CCN(C(=O)c2cc3ccccc3[nH]2)CC1)NCCc1ccccc1	3%
COc1cccc(NC(=S)N2CCc3cc(OC)c(OC)cc3C2)c1	-3%
Cc1ccc(C(=O)N2CCC(n3cc(-c4nc(-c5ccccc5)no4)nn3)CC2)s1	-37%

Next part:
SMILES	KDM5B inhibitor
O=C(CN1CCN(S(=O)(=O)N2CCOCC2)CC1)Nc1cc(Cl)cc(Cl)c1	-14%
COCCn1cnnc1SCc1nc2cc(Cl)ccc2n1C	-9%
CC(C)c1cc(C(C)C)c(S(=O)(=O)N2CCNCC2)c(C(C)C)c1	23%
O=S(=O)(Cc1ccccc1)N[C@H]1CO[C@H]2[C@@H]1OC[C@@H]2n1nnnc1Oc1ccc(-n2ccnc2)cc1	-6%
CCOC(=O)C(C)N1CCOc2c(O)cc(-c3cccc(Cl)c3)cc2C1 (stereo not drawn)	-2%
N#Cc1ccc(Cn2c(=O)n(CCC(=O)NCCc3ccc(Cl)cc3)c(=O)c3sccc32)cc1	-2%
Cc1c(C(=O)N(CCC#N)c2ccccc2)sc2nc3n(c(=O)c12)CCCCC3	18%
Cc1noc(C)c1CC(=O)NC1CCc2nn(CC3CC3)c(=O)n2CC1 (stereo not drawn)	14%
O=C(CSc1nc2c([nH]c3ccccc32)c(=O)n1-c1ccc(F)cc1)NCc1ccco1	?
CCc1ccccc1-n1nc(-c2c(C)nc3scc(CC(=O)NCC(C)C)n3c2=O)cc1C	?
O=C(/C=C/c1cn(CC(O)CN2CCc3ccccc32)c2ccccc12)c1ccc(Br)cc1 (stereo not drawn)	?
O=C1CC(c2nc3ccccc3[nH]2)CN1c1cccc(Cl)c1 (stereo not drawn)	-38%

Five consecutive compounds out of the list so far:
SMILES	KDM5B inhibitor
Cc1noc(C)c1CC(=O)NC1CCc2nn(CC3CC3)c(=O)n2CC1 (stereo not drawn)	14%
O=C(CSc1nc2c([nH]c3ccccc32)c(=O)n1-c1ccc(F)cc1)NCc1ccco1	?
CCc1ccccc1-n1nc(-c2c(C)nc3scc(CC(=O)NCC(C)C)n3c2=O)cc1C	?
O=C(/C=C/c1cn(CC(O)CN2CCc3ccccc32)c2ccccc12)c1ccc(Br)cc1 (stereo not drawn)	?
O=C1CC(c2nc3ccccc3[nH]2)CN1c1cccc(Cl)c1 (stereo not drawn)	-38%

The main list resumes; the 3 compounds before the break are reprinted first.
SMILES	KDM5B inhibitor
CCc1ccccc1-n1nc(-c2c(C)nc3scc(CC(=O)NCC(C)C)n3c2=O)cc1C	?
O=C(/C=C/c1cn(CC(O)CN2CCc3ccccc32)c2ccccc12)c1ccc(Br)cc1 (stereo not drawn)	?
O=C1CC(c2nc3ccccc3[nH]2)CN1c1cccc(Cl)c1 (stereo not drawn)	-38%
Cn1cc(CNC(=O)C2CCC(=O)N(Cc3ccccc3F)C2)cn1 (stereo not drawn)	22%
Cc1nn(-c2ccccc2)c2[nH]c(=O)cc(C(F)F)c12	-12%
CCOC(=O)c1cccc(NC(=O)CC2Oc3ccccc3NC2=O)c1 (stereo not drawn)	13%
O=C1Nc2ccc(-c3cccc(C(F)(F)F)c3)cc2C(=O)N2CCN(C(=O)C3CCCC3)C[C@@H]12	?
Cc1sc2ccn(C)c(=O)c2c1C(=O)N1CCN(c2ccc(F)cc2)CC1	-19%

A portion of the library, so the mix of outcomes need not match the whole.
